D2 antagonist = antagonists of human D2 dopamine receptor. HEK293 TREx D2 cells, calcium flux, dopamine EC80. inhibition, % at 10 µM. P14416. 340,000 compounds, 2% hits; in the data active = inhibition above about 30%; also: 0% is about no effect
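Tetracycline-induced HEK293 TREx cells expressing D2 receptor forced-coupled to calcium signalling, loaded with no-wash calcium dye. Compounds added and calcium flux read 180 s, then dopamine added at EC80 and read a further 180 s.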
USP1-UAF1 inh = USP1/UAF1 (human) deubiquitinase inhibition. O94782. recombinant USP1/UAF1, Ub-Rhodamine cleavage fluorescence. Potency, µM (series often up to 57.1 µM), for inactives: at the top dose activity change, negative = inhibition, most hits filed as inhibitors. 390,000 compounds, 0.23% hits. AID 743255; also: potency is read from the fitted curve at half-maximal effect; % is scaled to controls: 0 for no effect and ±100 for the full control effect; nearly all actives have a fitted effect of over 60% in size; inactives centre near -12
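In this screen, compounds sit with the deubiquitinase complex (1nM) for 15 min at room temperature before Ub-Rho is added at 150nM final. Fluorescence rise is then followed for 6 reads every 60 seconds.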
TrxR1 substrate = rat thioredoxin reductase 1 substrate activity; purified TrxR1 substrate turnover, NADPH consumption readout; 390,000 compounds, 0.01% hits; Potency, µM (titrated, usually from 114 µM), for inactives: top-dose activity change, negative = substrate turnover; also: potency is read from the fitted curve at half-maximal effect; % is scaled to controls: 0 for no effect and ±100 for the full control effect; nearly all actives have a fitted effect of over 50% in size
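Rat TrxR1, dispensed at 90 nM, was prereduced with 400 uM NADPH (final) for 5 min at ~22 deg C, then incubated with compound 15 min before 400 uM selenite. A first-read NADPH fluorescence drop versus no-compound background flagged substrates.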
mIDH1 inhibitor = blocks human mutant IDH1 R132H enzyme | O75874 | IDH1-R132H enzyme, NADPH consumption, diaphorase/resazurin fluorescence | Potency, µM (highest dose often 76.6 µM), for inactives: top-dose activity change, negative = inhibition, most hits filed as inhibitors | 390,000 compounds, 0.093% hits | AID 602179; also: potency is read from the fitted curve at half-maximal effect; % is scaled to controls: 0 for no effect and ±100 for the full control effect; nearly all actives have a fitted effect of over 65% in size
Target sequence (O75874 whole entry R132H, stated change not applied): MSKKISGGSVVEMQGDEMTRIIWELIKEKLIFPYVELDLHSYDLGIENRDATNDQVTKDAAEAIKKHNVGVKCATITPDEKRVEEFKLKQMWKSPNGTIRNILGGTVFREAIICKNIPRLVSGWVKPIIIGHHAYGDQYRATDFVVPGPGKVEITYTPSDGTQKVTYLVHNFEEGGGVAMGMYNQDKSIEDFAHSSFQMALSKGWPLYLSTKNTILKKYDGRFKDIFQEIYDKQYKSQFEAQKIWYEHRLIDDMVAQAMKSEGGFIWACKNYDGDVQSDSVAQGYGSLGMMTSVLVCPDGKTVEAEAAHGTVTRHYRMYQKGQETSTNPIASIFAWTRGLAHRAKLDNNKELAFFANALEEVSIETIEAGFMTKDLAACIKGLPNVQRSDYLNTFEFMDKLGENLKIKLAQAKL
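IDH1-R132H (0.5 ug/mL dispensed) in pH 7.5 Tris buffer was preincubated 30 min with compound, then given a substrate mix of 0.016 mM NADPH and 2 mM alpha-KG for 80 min at room temperature; remaining NADPH was read by diaphorase/resazurin fluorescence.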
TRHR ag = activates the human TRH receptor. TRHR cells, calcium flux fluo-8, FDSS agonist mode. activation, % at 2 µM. 360,000 compounds, 0.18% hits. P34981. AID 493084; in the data active = activation above about 30%; also: 0% is about no effect
Target sequence (P34981 whole entry, looked up): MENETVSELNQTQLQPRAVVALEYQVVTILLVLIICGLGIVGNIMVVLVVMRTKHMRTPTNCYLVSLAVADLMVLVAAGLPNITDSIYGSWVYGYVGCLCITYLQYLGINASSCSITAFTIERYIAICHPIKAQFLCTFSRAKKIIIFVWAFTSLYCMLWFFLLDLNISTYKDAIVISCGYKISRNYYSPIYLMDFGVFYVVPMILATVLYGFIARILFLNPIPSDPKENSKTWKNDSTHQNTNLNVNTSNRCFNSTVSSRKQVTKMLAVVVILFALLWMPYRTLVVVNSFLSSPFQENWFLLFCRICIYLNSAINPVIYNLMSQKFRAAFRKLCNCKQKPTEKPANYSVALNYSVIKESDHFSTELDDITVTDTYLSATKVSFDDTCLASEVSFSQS
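In this calcium-flux screen, cells bearing human TRHR are dye-loaded with fluo-8, baselined for 10 cycles, then exposed to library compounds; positive kinetic calcium responses during the agonist phase mark hits, with TRH as control.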
TRHR PAM = allosteric enhancers of human TRH receptor. P34981. TRHR cells, fluo-8 calcium fluorescence, EC20 TRH enhancement. 360,000 compounds, 0.66% hits. enhancement, % at 2 µM; in the data active = enhancement above about 30%; also: 0% is about no effect
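Enhancer read-out: after compound pinning and an initial kinetic agonist-mode read, an EC20 of TRH (10 nM final) was injected and fluo-8 calcium signal (Ex 480/Em 530) followed at 1 s/cycle for 100 cycles in TRHR-expressing cells.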
D2 agonist = D2 dopamine receptor (human) agonism | HEK293 T-REx D2 cells, calcium flux agonist mode | activation, % at 2 µM | 340,000 compounds, 0.53% hits | AID 485358;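 active = activation over 3 SD above normal in the single-dose calcium agonist read, cut at about 30% in these data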; also: 0% is about no effect
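In this primary screen, compounds producing a positive calcium signal within 180 s of addition to tetracycline-induced, force-coupled HEK293 Trex D2 cells are flagged; cells are dye-loaded with a no-wash calcium kit beforehand.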
rTrxR1 inhibitor = blocks rat thioredoxin reductase 1 | recombinant rTrxR1, NADPH fluorescence consumption, selenite substrate | Potency, µM (highest dose often 114 µM), without a hit: at the top dose activity change, negative = inhibition, usual class: inhibitors | 390,000 compounds, 1% hits | AID 588453; also: potency is read from the fitted curve at half-maximal effect; % is scaled to controls: 0 for no effect and ±100 for the full control effect; nearly all actives have a fitted effect of over 65% in size
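Rat TrxR1 (90 nM in the dispensed reagent) was pre-reduced with 400 uM NADPH for 5 min at room temperature, then incubated with compound for 15 min. After 400 uM selenite was added, NADPH fluorescence (Ex 340/Em 450 nm) was followed for 8 min.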
PI4K2A inh = inhibitors of human PI4K2A; Q9BTU6; purified PI4K2A, ADP-Glo luminescence, 1 h; active compounds read low; activity change, negative = inhibition, % at 76.9 µM; 420,000 compounds, 0.13% hits; AID 1346378; in the data active = activity change below about -50%; inconclusive = mostly about -30% to -49%;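 also: -100% = wells without enzyme as full effect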
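ADP-Glo luminescence measured ADP generated by PI4K2A enzyme (4 ug/mL before mixing) with 1.2 mM PI substrate (pre-mix) and 300 microM ATP (pre-mix). Tris pH7.5 buffer with MgCl2, Triton X-100; 1 h reaction at ambient temperature.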
Numbers without * were called inactive; ? = inconclusive; / = not tested or not shown; & = joins results of further samples; [ ] = dose if it differs, or a comment. Unless noted, calls follow the shape of the dose curve; as a rule, active = well fitted inhibition curve with a large enough effect; inconclusive = small, poorly fitted or top-dose-only effect; inactive = no such curve, though single readings can be large or run the other way.

Structure	D2 antagonist	USP1-UAF1 inh	TrxR1 substrate	mIDH1 inhibitor	TRHR ag	TRHR PAM	D2 agonist	rTrxR1 inhibitor	PI4K2A inh
COc1cc2c(cc1OC)C(c1cccs1)N(C(=O)c1cccc(S(=O)(=O)N(C)C)c1)CC2 (stereo unspecified)	2	-20%	4%	-2%	-0.2	-19	3.4	-1%	10
Cc1cc(Nc2ccc(F)cc2)nc(N)n1	4	-7%	-1%[57.1 µM]	6%	-0.8	5	0.4	-8%[57.1 µM]	3
CC(=O)NCCC(=O)Nc1cc(S(=O)(=O)N2CCOCC2)ccc1Oc1ccc(F)cc1	3	-17%	-5%[57.1 µM]	1%	0.1	3	0.4	-7%[57.1 µM]	3
CC1CCN(c2nc3ccc(C(=O)NCCCN4CCCCC4)cc3s2)CC1	-19	-24%	5%	-1%	0.5	20	1.8	18%	-2
CN(CC(=O)Nc1c(Cl)cccc1Cl)C(=O)c1ccc(NS(=O)(=O)c2ccc3[nH]c(=O)[nH]c3c2)cc1	/	-8%	2%	-3%	/	/	/	11%	0
CC(O)CN1C(=O)C(CC(=O)Nc2ccc(Cl)cc2)SC1=Nc1ccccc1 (stereo unspecified)	-16	-20%	-4%[57.1 µM]	-12%	1.1	4	1.3	5%[57.1 µM]	-2
O=C1c2ccccc2S(=O)(=O)c2cc(N3CCN(C(=O)c4ccccc4)CC3)ccc21	/	-16%	-6%	-5%	/	/	/	2%	2
COC(=O)COc1ccc2c(=O)c(Oc3ccccc3Br)coc2c1	21	-7%	-8%	0%	0.0	-3	-0.1	1%	1
CN1CCCC(OC(=O)c2cccc(Cl)c2)C1 (stereo unspecified)	11	-23%	5%	14%	0.2	-2	-2.5	19%	0
O=C(Nc1cccc(OCC(=O)N2CCOCC2)c1)C1CCCCC1	20	-6%	3%[57.1 µM]	-4%	1.0	8	0.3	0%[57.1 µM]	-4
NS(=O)(=O)c1cccc(NC(=O)CSc2nc3nc(-c4cccs4)cc(C(F)(F)F)c3c(=O)[nH]2)c1	-2	-26%	47%[activator]	?	-0.4	-4	-0.7	53%[activator]	-4
O=C1C(=O)N(c2ccccn2)C(c2ccc(Br)cc2)/C1=C(/O)c1ccc(Br)cc1 (stereo unspecified)	9	-18%	-4%	-8%	-0.3	1	-0.1	3%	7
C[C@@H]1CN([C@@H](C)CO)C(=O)c2cccc(NS(C)(=O)=O)c2O[C@H]1CN(C)C(=O)Nc1ccc(F)cc1	/	-22%	-2%	-4%	/	/	/	9%	1
COc1cccc(/C=N/NC(=O)c2ccc3nc[nH]c3c2)c1O	6	-11%	0%	-2%	0.1	-1	0.5	6%	7
O=C(Nc1ccccc1)Nc1c(F)cccc1F	-9	-13%	5%	-4%	-2.1	-1	5.7	8%[57.1 µM]	0
COc1ccc(CCN2CC(C(=O)N(C)Cc3cccnc3)CC2=O)cc1OC (stereo unspecified)	24	-15%	2%	2%	-0.2	-3	0.7	2%	-4
CCOc1ccc(NC(=O)c2ncoc2-c2ccco2)cc1	/	-5%	1%[57.1 µM]	6%	-1.1	0	/	8%[57.1 µM]	-3
CCc1ccc(OCCSc2nc(-c3cccc(C)c3)nc3cc(=O)[nH]n23)cc1	/	-14%	3%[57.1 µM]	-9%	0.0	13	-0.4	14%[57.1 µM]	1
CCCC(C)NC(=O)C1CCN(S(=O)(=O)c2ccccc2)CC1 (stereo unspecified)	-3	3%	6%[57.1 µM]	-3%	-0.3	2	-0.8	14%[57.1 µM]	7
O=C(CC1C(=O)OCC2CCCCN21)Nc1ccccc1C(F)(F)F (stereo unspecified)	9	-9%	11%[57.1 µM]	7%	0.3	-2	-0.2	26%	-8
Cc1sc(NC(=S)NC(=O)C2CCCCC2)c(C(N)=O)c1C	-2	-3%	1%	7%	1.0	-3	0.6	5%	1
Cc1ccccc1C(=O)N1CCC(C(=O)N2CCN(c3ncccn3)CC2)CC1	17	-3%	3%	-13%	0.2	12	0.5	9%	7
O=C(CN1C(=O)NC(Cc2c[nH]c3ccccc23)C1=O)NCCc1ccc(F)cc1 (stereo unspecified)	-19	-13%	-4%	-8%	0.1	-5	1.4	14%	7
C=CCN(c1ccccc1)S(=O)(=O)c1ccc2[nH]cc(C(=O)NCCOC)c(=O)c2c1	-6	-13%	1%	-2%	-0.3	-1	-1.5	16%	4
Cc1ccc(S(=O)(=O)N(Cc2ccccc2)C(C)C)cc1	-11	-28%	-2%	3%	0.2	-8	1.8	14%	2
CN(C(=O)CSc1nc2c(cnn2-c2ccccc2)c(=O)[nH]1)C1CCS(=O)(=O)C1 (stereo unspecified)	2	/	/	/	0.8	0	-0.1	/	/
CN(C)c1ccc(/C=N/NC(=O)CCc2c[nH]c3ccccc23)cc1	-10	-12%	31%	3%	-0.4	0	-0.3	7%[57.1 µM]	2
COC(CNC(=O)C(C)n1nc(C)c2ccccc21)OC (stereo unspecified)	-21	-19%	1%	0%	-2.7	-2	-0.1	30%	2
COc1ccc(NC(=O)C2CCCN(S(=O)(=O)c3ccc4c(c3)CCCN4C(C)=O)C2)cc1 (stereo unspecified)	-23	-3%&-14%	-3%	-1%&4%	-0.8&0.6	6&9	-0.1&0.1	8%	2&0
CCCCNc1n[n+](C)c(-c2cccc(C)c2)s1	-16	/	/	/	-0.9	12	0.8	/	/

2 of these compounds in another layout:
Order of results – D2 antagonist, USP1-UAF1 inh, TrxR1 substrate, mIDH1 inhibitor, TRHR ag, TRHR PAM, D2 agonist, rTrxR1 inhibitor, PI4K2A inh
C=CCN(c1ccccc1)S(=O)(=O)c1ccc2[nH]cc(C(=O)NCCOC)c(=O)c2c1
    -6, -13%, 1%, -2%, -0.3, -1, -1.5, 16%, 4
Cc1ccc(S(=O)(=O)N(Cc2ccccc2)C(C)C)cc1
    -11, -28%, -2%, 3%, 0.2, -8, 1.8, 14%, 2

Other entries follow.
Structure	D2 antagonist	USP1-UAF1 inh	TrxR1 substrate	mIDH1 inhibitor	TRHR ag	TRHR PAM	D2 agonist	rTrxR1 inhibitor	PI4K2A inh
O=C(OCc1nc2ccc(Cl)cc2n1CCO)c1ccccc1	1	4%	-8%	-2%	0.4	2	1.4	-6%	5
COC(=O)c1ccc(OC(=O)c2ccncc2)cc1O	-2	-3%	-1%	4%	0.4	9	-0.8	?	-3
Clc1ccc2c(c1)Nc1ccccc1CC2	/	-4%	11%[57.1 µM]	24%	/	/	/	20%[57.1 µM]	0
O=c1c2ccccc2nc(/C=C/c2ccc([N+](=O)[O-])o2)n1CCCO	/	6%	-13%	7%	-0.3	8	/	?	5
CCCc1cc(=O)oc2cc(OCC(=O)OC)cc(OCC(=O)OC)c12	-10	/	/	/	-0.3	-2	-1.3	/	/
C=CCn1c(CSc2ccccc2[N+](=O)[O-])n[nH]c1=S	3	-11%	2%	6%	-0.1	-6	1.1	-22%	-10
C[C@@H]1CCCCCCCCC(=O)OCCN(C(=O)OC(C)(C)C)[C@H](C)CCCCCCCCC(=O)OCCN1C(=O)OC(C)(C)C	/	-14%	5%	1%	/	/	/	20%	-6
Nc1nc2nc(SCC(=O)N3CCCc4ccccc43)[nH]c2c(=O)[nH]1	-2	/	/	/	0.7	-6	-1.2	/	/
CN(c1ccccc1)S(=O)(=O)c1cccc(Cl)c1Cl	-11	-21%	-1%	7%	-0.9	-7	-2.4	12%	9
CCc1nnc(NC(=O)c2nn(-c3ccccc3)nc2C)s1	1	-20%	3%	5%	-1.1	5	-1.2	15%	2
OCCC#Cc1ccc(CN2CCN(Cc3ccsc3)C(CCO)C2)cc1 (stereo unspecified)	6	-15%	10%	20%	0.5	3	0.0	18%	0
Cn1c(=O)c2c(-c3ccccc3Br)n(C(C)(C)C)cc2n(C)c1=O	/	-6%	-9%	-7%	-2.8	-1	0.6	2%	0
CC(C)c1ccc(NC(=O)C2CCN(S(=O)(=O)c3ccc4c(c3)C(C)(C)C(=O)N4C)CC2)cc1	-1	3%	-5%	4%	-1.0	3	-0.5	21%	-1
Cc1csc(Sc2ccc(C(=O)OCC(=O)Nc3ccc(OC(F)(F)F)cc3)cc2[N+](=O)[O-])n1	6	-23%	2%	1%	1.1	-9	0.4	-3%	1
O=C(Cc1ccccc1)Nc1ccc(N2CCCC2)cc1	-8	-20%	8%[57.1 µM]	1%	0.3	-1	1.1	-3%[57.1 µM]	2
c1ccc(CN2CCC(Nc3nc(-c4ccccc4)nc4ccccc34)CC2)cc1	-2	-14%	-2%[57.1 µM]	3%	1.3	1	2.8	-7%[57.1 µM]	-4
CCOC(=O)c1sc2ncnc(Nc3cccc(C(=O)O)c3)c2c1C	25	-17%	-10%	-7%	-0.1	-11	-0.1	1%	-4
O=C(NNC(=O)C12CC3CC(CC(C3)C1)C2)c1ccccc1F	-14	-19%	-6%	-3%	-0.3	1	-2.3	8%[57.1 µM]	0
Cc1cccc(Nc2ccccc2C(=O)OCC(=O)N2CCOCC2)c1C	8	-13%	4%[57.1 µM]	9%	-1.5	-5	-0.3	2%[57.1 µM]	0
CCOC(=O)/C=c1\s/c(=C\c2ccc(-c3ccccc3)cc2)c(=O)n1CC(=O)NCc1ccc2c(c1)OCO2	-1	-8%	-8%	-2%	0.0	2	-0.3	-14%	3
Cc1ccc(CCNC(=O)c2oc(=O)c3ccccc3c2-c2ccc(C)cc2)cc1	/	-36%	0%	-10%	-0.1	-2	0.9	26%	-1
Cc1ccc(Sc2ccc(NC(=O)CCN3C(=O)NC4(CCCC4)C3=O)cc2)c(C)c1	8	-13%	-5%	3%	0.5	5	0.6	26%	0
CN(c1ccccc1C(=O)N1CCc2ccccc2C1)S(C)(=O)=O	7	-5%	4%	9%	0.9	2	-0.1	14%	1
CCc1cc2c(cc3c(=O)n(CCCC(=O)NCc4cccc(Br)c4)ncn32)s1	/	-6%	6%	-17%	0.4	0	0.2	20%	1
